Screening results deposited in PubChem by Broad Institute.
Tcruzi prolif: T. cruzi proliferation inhibition; 5.9% of 77,000 active; AID 624255; inhibition, % at 8.34 µM; T. cruzi beta-gal in NIH3T3, GalScreen luminescence, 90 h;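 active = mean inhibition above about 93%, with at least 55% of replicates each passing it, limit read from the data, passing the limit was not always enough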
KDM4C inh: KDM4C (human) demethylase inhibition; Q9H3R0; GST-KDM4C 2-372, H3K9me3 peptide, LANCE TR-FRET; inhibition, % at 12.5 µM; 0.15% of 96,000 active;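 active = mean replicate inhibition above about 25%, with at least 55% of replicates also reaching it, limit read from the data, passing the limit was not always enough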
Target sequence (Q9H3R0 2-372 limits assumed): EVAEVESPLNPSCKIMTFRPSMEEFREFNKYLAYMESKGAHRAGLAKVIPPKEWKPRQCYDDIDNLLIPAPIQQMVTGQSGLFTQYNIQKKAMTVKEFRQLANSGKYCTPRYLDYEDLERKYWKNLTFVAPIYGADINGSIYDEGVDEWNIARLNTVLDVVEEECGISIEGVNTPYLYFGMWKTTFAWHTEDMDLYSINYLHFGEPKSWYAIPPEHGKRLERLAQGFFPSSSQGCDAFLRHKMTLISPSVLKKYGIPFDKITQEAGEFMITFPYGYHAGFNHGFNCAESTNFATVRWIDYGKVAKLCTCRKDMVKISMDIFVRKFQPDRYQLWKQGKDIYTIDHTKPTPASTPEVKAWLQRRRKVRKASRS
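Compound: one test concentration per compound; Material: GST-GASC-1 enzyme fragment 2-372; Amount: GASC-1 enzyme at 10 nM final in reaction; Also added: H3K9me3 peptide substrate, Fe(II), 2-oxoglutarate; Technique: LANCE TR-FRET; Times: 30 min demethylation and 1 h detection at room temperature.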
Pf Dd2 growth: blocks growth of Plasmodium falciparum Dd2 parasites; P. falciparum Dd2 growth, SYBR Green, 72 h; hits give low values; activity change, % at 10 µM; 2.3% of 94,000 active; in the data active = activity change below about -80%
C diff growth: inhibitors of Clostridium difficile growth. Clostridium difficile clinical isolate growth, OD600, 24 h; hits give low values. growth activity, negative = inhibition, % at 16 µg/mL (by protocol). 0.25% of 86,000 active;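 active = mean growth activity at or below -80% and every replicate also at or below -80%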;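 note: 0% = DMSO wells and -100% = levofloxacin 16 µg/mL wells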
* hit, by the source's call; . = no result given; & = joins results of further samples. No enrichment for hits. Share with any hit: about 7.2%.

[1] C[C@@H]1CCCCO[C@H](CN(C)Cc2ccc(C(=O)O)cc2)[C@H](C)CN([C@H](C)CO)C(=O)c2cc(NS(C)(=O)=O)ccc2O1
[2] Cc1noc(C)c1NC(=O)N(C)C[C@@H]1Oc2ccc(NC(=O)CCN3CCOCC3)cc2C(=O)N([C@@H](C)CO)C[C@@H]1C
[3] O=C(NCC[C@@H]1CC[C@@H](NS(=O)(=O)c2ccccc2)[C@H](CO)O1)c1ccccc1F
[4] CCCNC(=O)N(C)C[C@@H]1Oc2ncc(C#C[C@@H](C)O)cc2C(=O)N([C@@H](C)CO)C[C@H]1C
[5] CC(C)NC(=O)Nc1ccc2c(c1)CC(=O)N([C@H](C)CO)C[C@@H](C)[C@@H](CN(C)C(=O)Nc1cccc3ccccc13)O2
[6] C[C@@H]1CCCCO[C@@H](CN(C)Cc2ccncc2)[C@H](C)CN([C@H](C)CO)C(=O)c2cc(NC(=O)c3ccccc3)ccc2O1
[7] CN(C)CCCNC(=O)[C@H]1[C@H](CO)[C@H]2Cn3c(ccc(-c4cccnc4)c3=O)[C@@H]1N2C(=O)CC1CC1
[8] CN1C(=O)c2cc(NS(C)(=O)=O)ccc2OC[C@@H]2O[C@H](CC(=O)NCc3ccc(-c4ccccc4)cc3)CC[C@@H]21

Compound	1	2	3	4	5	6	7	8
Tcruzi prolif	20	-27	79	-2	7	81	77	-7
KDM4C inh	2.3	-0.3	-1.0	-0.5	1.2	4.2	-0.3	-0.2
Pf Dd2 growth	45	17	-4	32	20	2	3	.
C diff growth	2	-7	2	0	6	-2	0	3

[9] C[C@H](CO)N1C[C@H](C)[C@H](CN(C)CC2CCOCC2)Oc2ncc(C#Cc3ccccn3)cc2C1=O
[10] C[C@@H]1CN([C@@H](C)CO)C(=O)c2cccc(NS(=O)(=O)c3ccc(Cl)cc3)c2O[C@@H]1CN(C)Cc1ccc(C(=O)O)cc1
[11] CCNC(=O)C[C@@H]1CC[C@@H]2[C@H](COC[C@H](O)CN2Cc2ccncc2)O1
[12] COc1ccc(S(=O)(=O)Nc2ccc3c(c2)C(=O)N([C@@H](C)CO)C[C@H](C)[C@@H](CN(C)C(=O)Nc2c(C)noc2C)OCCCC[C@H](C)O3)cc1
[13] C[C@H]1CN([C@@H](C)CO)C(=O)c2cc(NS(=O)(=O)c3ccccc3)ccc2O[C@@H]1CN(C)CC1CC1
[14] C[C@H]1CN([C@@H](C)CO)C(=O)c2cc(C#CC3CC3)cnc2O[C@H]1CN(C)C
[15] CN(C)Cc1cn(CC[C@@H]2CC[C@@H](NC(=O)Nc3ccc4c(c3)OCO4)[C@H](CO)O2)nn1
[16] C[C@H](NC(=O)C[C@@H]1CC[C@@H]2[C@H](COC[C@H](O)CN2Cc2ccc(C(F)(F)F)cc2)O1)c1ccccc1

Compound	9	10	11	12	13	14	15	16
Tcruzi prolif	62	-23	-1	-1	-1	69	-15	168*
KDM4C inh	-0.3	-3.9	2.0	0.5	0.2	13	0.6	-0.1
Pf Dd2 growth	28	14	.	10	7	9	-26	-26
C diff growth	2	-5	2&-6	-7	-5	0	.	24&-1

[17] COc1ccc(NC(=O)Nc2ccc3c(c2)C(=O)N([C@H](C)CO)C[C@H](C)[C@@H](CN(C)C(=O)Nc2ccc(OC)cc2)OCCCC[C@@H](C)O3)cc1
[18] Cc1noc(C)c1S(=O)(=O)N(C)C[C@@H]1Oc2ccc(NC(=O)CCCCCC(=O)Nc3ccccc3N)cc2CC(=O)N([C@@H](C)CO)C[C@@H]1C
[19] CCNC(=O)C[C@H]1CC[C@H]2[C@@H](COC[C@H](O)CN2C(=O)Nc2cccc(OC)c2)O1
[20] C[C@@H]1CN([C@@H](C)CO)C(=O)Cc2cc(NC(=O)Cc3ccccc3)ccc2O[C@H]1CN(C)Cc1ccc(C(=O)O)cc1
[21] CCC(=O)N[C@H]1CC[C@H](CC(=O)NCc2ccccc2F)O[C@H]1CO
[22] Cc1noc(C)c1S(=O)(=O)Nc1ccc2c(c1)CC(=O)N([C@H](C)CO)C[C@@H](C)[C@@H](CN(C)C(=O)NC(C)C)O2
[23] CO[C@H]1CC[C@H]2CCN(C)C(=O)[C@@H](C)N(C)C(=O)c3cccc(C#N)c3OC[C@H]1O2
[24] C[C@@H]1CN([C@@H](C)CO)C(=O)Cc2cc(NS(=O)(=O)c3ccc(F)cc3)ccc2O[C@H]1CN(C)C

Compound	17	18	19	20	21	22	23	24
Tcruzi prolif	-30	.	.	-37	-36	44	21	-50
KDM4C inh	0.4	-0.2	-0.8	-1.2	-1.0	1.2	1.2	0.4
Pf Dd2 growth	-6	-24	1	-10	-6	5	.	24
C diff growth	.	1	1&-1	-2	.	5	9	-7

[25] Cc1noc(C)c1NC(=O)N[C@@H]1CC[C@H](CCNC(=O)C2CCOCC2)O[C@@H]1CO
[26] N#C[C@@H]1[C@H](c2ccccc2-c2ccc(F)cc2)[C@H](CO)N1C(=O)NC1CCCCC1
[27] CN(C)C(=O)C[C@H]1C[C@@H]2c3cc(NC(=O)c4cccnc4)ccc3O[C@@H]2[C@@H](CO)O1
[28] C[C@H]1CN([C@@H](C)CO)C(=O)Cc2cc(NS(=O)(=O)c3ccc(Cl)cc3)ccc2O[C@@H]1CN(C)C
[29] CCS(=O)(=O)Nc1ccc2c(c1)C(=O)N(C)[C@H]1CC[C@H](CC(=O)OC)O[C@@H]1CO2
[30] O=C(Nc1cccc(Cl)c1)N[C@H]1CC[C@H](CCNC(=O)C2CC2)O[C@@H]1CO
[31] O=C(C[C@H]1CC[C@H]2[C@@H](COC[C@H](O)CN2Cc2cccc(C(F)(F)F)c2)O1)NCCc1ccccc1
[32] C[C@H]1CN([C@@H](C)CO)C(=O)c2ccccc2-c2ccccc2CO[C@H]1CN(C)C(=O)c1ccccc1

Compound	25	26	27	28	29	30	31	32
Tcruzi prolif	58	.	27	.	.	.	73	10
KDM4C inh	-0.2	0.7	1.4	0.4	-0.4	1.6	-3.3	-1.5
Pf Dd2 growth	-72	-15	8	7	-11	1	-8	-7
C diff growth	.	7	-4	-1	2	-1	.	.

A second format for some results above.
(27) CN(C)C(=O)C[C@H]1C[C@@H]2c3cc(NC(=O)c4cccnc4)ccc3O[C@@H]2[C@@H](CO)O1
  Tcruzi prolif: 27
  KDM4C inh: 1.4
  Pf Dd2 growth: 8
  C diff growth: -4
(28) C[C@H]1CN([C@@H](C)CO)C(=O)Cc2cc(NS(=O)(=O)c3ccc(Cl)cc3)ccc2O[C@@H]1CN(C)C
  Tcruzi prolif: .
  KDM4C inh: 0.4
  Pf Dd2 growth: 7
  C diff growth: -1
(29) CCS(=O)(=O)Nc1ccc2c(c1)C(=O)N(C)[C@H]1CC[C@H](CC(=O)OC)O[C@@H]1CO2
  Tcruzi prolif: .
  KDM4C inh: -0.4
  Pf Dd2 growth: -11
  C diff growth: 2
(30) O=C(Nc1cccc(Cl)c1)N[C@H]1CC[C@H](CCNC(=O)C2CC2)O[C@@H]1CO
  Tcruzi prolif: .
  KDM4C inh: 1.6
  Pf Dd2 growth: 1
  C diff growth: -1

Following part
[33] C[C@@H]1CN([C@@H](C)CO)S(=O)(=O)c2ccc(-c3cccnc3)cc2O[C@H]1CN(C)C(=O)NC1CCCCC1
[34] NCC[C@@H]1CC[C@@H](NC(=O)C2CC2)[C@@H](CO)O1
[35] COc1cccc(NC(=O)N[C@H]2CC[C@H](CC(=O)NCc3ccccn3)O[C@@H]2CO)c1
[36] COc1ccccc1CNC(=O)C[C@@H]1CC[C@@H]2[C@H](COC[C@@H](O)CN2C(=O)Nc2ccccc2)O1
[37] COc1cccc(S(=O)(=O)N[C@@H]2C=C[C@@H](CC(=O)NC3Cc4ccccc4C3)O[C@H]2CO)c1
[38] C[C@H](CO)N1C[C@H](C)[C@H](CN(C)C(=O)Nc2ccccc2)Oc2ccc(NS(=O)(=O)c3ccc(F)cc3)cc2C1=O
[39] C[C@@H]1CN([C@H](C)CO)C(=O)c2cc(NS(=O)(=O)c3ccccc3)ccc2O[C@H]1CN(C)C(=O)NC1CCCCC1
[40] CC(C)NC(=O)N(C)C[C@@H]1Oc2cc(-c3cccnc3)ccc2S(=O)(=O)N([C@@H](C)CO)C[C@@H]1C

Compound	33	34	35	36	37	38	39	40
Tcruzi prolif	34	.	2	-21	52	9	-3	-7
KDM4C inh	-0.7	2.7	0.7	-1.0	0.2	1.8	-0.3	-1.8
Pf Dd2 growth	-9	36	-6	-3	8	19	-36	21
C diff growth	1	-3	0	-3	.	-5	-3	6

[41] C/C=C/c1ccc2c(c1)O[C@H](CN(C)C(=O)Nc1cccc(F)c1)[C@@H](C)CN([C@@H](C)CO)S2(=O)=O
[42] CO[C@H]1CN(C)C(=O)c2cc(NC(=O)Nc3cc(F)ccc3F)ccc2OC[C@@H](C)NC[C@H]1C
[43] CO[C@@H]1CN(C)C(=O)c2cc(NC(=O)c3ccc4c(c3)OCO4)ccc2OC[C@@H](C)N(CC2CC2)C[C@@H]1C
[44] C[C@@H]1CN([C@H](C)CO)C(=O)Cc2cc(N(C)C)ccc2O[C@H]1CN(C)S(=O)(=O)c1cccs1
[45] N#C[C@H]1[C@H](c2ccccc2C2=CCCCC2)[C@H](CO)N1C(=O)C1CCOCC1
[46] CC(C)NC(=O)N(C)C[C@H]1OCCCC[C@@H](C)Oc2ccc(NC(=O)Nc3cccc4ccccc34)cc2C(=O)N([C@@H](C)CO)C[C@H]1C
[47] O=C(C[C@@H]1CC[C@H](NC(=O)c2cccnc2)[C@H](CO)O1)NCc1ccc(Cl)c(Cl)c1
[48] COc1ccc2c3c(n(C)c2c1)[C@H](CO)N(S(C)(=O)=O)CC31CCN(Cc2cccnc2)CC1

Compound	41	42	43	44	45	46	47	48
Tcruzi prolif	42	26	-25	32	.	22	7	.
KDM4C inh	-1.0	1.2	-1.6	0.4	-1.6	-0.3	-0.4	0.8
Pf Dd2 growth	-18	-31	3	-8	7	.	6	-51
C diff growth	4	.	.	-3	-11	-25	.	5

[49] COc1ccc2c3c([nH]c2c1)[C@@H](CO)N(C(=O)CN1CCOCC1)CC31CN(Cc2ccccc2)C1
[50] O=C(NC1CCCC1)N1CC(=O)N2[C@H](CO)[C@@H](c3ccc(/C=C/c4ccccc4)cc3)[C@H]2C1
[51] C[C@H](CO)N1C[C@H](C)[C@H](CN(C)C(=O)Nc2ccc(C(F)(F)F)cc2)Oc2ccc(NS(=O)(=O)c3ccc(Cl)cc3)cc2CC1=O
[52] COc1ccc(NC(=O)N(C)C[C@@H]2OCCCC[C@H](C)Oc3ccc(NS(=O)(=O)c4ccccc4)cc3C(=O)N([C@@H](C)CO)C[C@@H]2C)cc1
[53] CN1C(=O)c2cc(NC(=O)c3cccc(F)c3)ccc2OC[C@H]2O[C@@H](CC(=O)Nc3ccccc3)CC[C@H]21
[54] O=C(C[C@@H]1CC[C@@H]2[C@H](COC[C@@H](O)CN2S(=O)(=O)c2cccc(Cl)c2)O1)Nc1ccc(-c2ccccc2)cc1
[55] CCCC(=O)Nc1ccc2c(c1)C(=O)N(C)C[C@H](OC)[C@@H](C)CN(Cc1ccccn1)[C@@H](C)CO2
[56] C[C@@H]1CCCCO[C@H](CN(C)C(=O)Nc2ccc(C(F)(F)F)cc2)[C@H](C)CN([C@@H](C)CO)C(=O)c2cc(NS(=O)(=O)c3ccc(F)cc3)ccc2O1

Compound	49	50	51	52	53	54	55	56
Tcruzi prolif	.	.	18	78	75	108*	14	79
KDM4C inh	-0.2	0.5	1.7	-0.6	-2.0	-1.0	3.7	-0.2
Pf Dd2 growth	39	-11	27	-67	-28	-10	-9	-46
C diff growth	0	0	9	12	1	21	.	0

[57] COc1ccc2c3c([nH]c2c1)[C@H](CO)N(Cc1ccccc1)CC31CN(C(=O)Nc2cccc(F)c2)C1
[58] C[C@@H]1CN([C@@H](C)CO)C(=O)CCCn2cc(nn2)CO[C@@H]1CN(C)C(=O)c1ccccc1
[59] O=C(C[C@H]1CC[C@H]2[C@@H](COC[C@@H](O)CN2C(=O)Nc2cc(Cl)cc(Cl)c2)O1)NCC1CC1
[60] Cc1ccccc1-c1ccc([C@H]2[C@H]3CN(C(=O)NC4CCCC4)CCCCN3[C@H]2CO)cc1
[61] CC(C)NC(=O)Nc1ccc2c(c1)C(=O)N([C@H](C)CO)C[C@@H](C)[C@H](CN(C)C)OCCCC[C@@H](C)O2

Compound	57	58	59	60	61
Tcruzi prolif	.	-117	.	112*	37
KDM4C inh	1.1	-1.1	1.9	-1.7	0.8
Pf Dd2 growth	-48	17	-10	-8	42
C diff growth	8	-1	10&2	10	-1
